# High-throughput results (PubChem BioAssay)
# ssDAF12 agonist: activates DAF-12 receptor from parasite S. stercoralis; HEK293 ssDAF-12/GRIP1 lit1-tk-luc reporter, luminescence; % of 3 µM dafachronic acid response; activation, % at 6.8 µM; 370,000 compounds, 1% hits;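 active = activation above the mean over all tested compounds plus 3 SD, cut at about 0.9% in these data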;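 note: 0% = DMSO-only wells and 100% = 3 µM delta7-dafachronic acid wells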
# GAA850 FXN act: frataxin GAA850 promoter activation; 360,000 compounds, 0.56% hits; HEK293 lucGAA850 FXN promoter luciferase reporter, 24 h; percent of 10 µM SAHA response; activation, % at 6 µM;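 active = activation above the average of all compounds screened plus 3 SD, cutoff fixed separately per campaign, cut at about 7.5% in these data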;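 note: 0% = DMSO wells and 100% = 10 µM SAHA wells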
# DAX1 inh-1: inhibitors of human orphan nuclear receptor DAX1 (NR0B1). P51843. HEK293 Gal4-DAX1 luciferase reporter, luminescence. inhibition, % at 6.75 µM. 340,000 compounds, 0.99% hits. AID 504766;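 active = inhibition above the mean over all tested compounds plus 3 SD, cut at about 4.2% in these data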;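 note: 0% = DAX1-transfected cells with DMSO and 100% = empty-vector control cells with DMSO; inhibition shows as a rise in luminescence from relieved DAX1 repression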
# ADAM10 inh: inhibitors of human ADAM10. O14672. recombinant ADAM10, EDANS/DABCYL FRET peptide cleavage, 3 h. inhibition, % at 7 µM. 370,000 compounds, 0.62% hits. AID 720582;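 active = inhibition above a per-campaign cutoff equal to the mean of compounds falling between control-based bounds plus 3 SD, cut at about 20% in these data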;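 note: 0% = DMSO wells while the 100% control is not disclosed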
# DAX1 inh-2: blocks DAX1 repression of SF-1 activated StAR promoter; inhibition, % at 6.8 µM; HEK293T StAR-luciferase reporter, SF-1/DAX-1 repression relief; AID 652010; 370,000 compounds, 1.1% hits;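 active = inhibition above the mean over all tested compounds plus 3 SD, cut at about 3.6% in these data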;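 note: 0% = DAX-1 cells with DMSO and 100% = cells lacking DAX-1 with DMSO; higher inhibition means more luminescence from relief of DAX-1 repression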
# PLCg1 inh: blocks human PLC-gamma1 enzyme activity | purified PLC-gamma1, fluorogenic substrate, fluorescence | P19174 | inhibition, % at 12.2 µM | 370,000 compounds, 0.84% hits; in the data active = inhibition above about 9.5%
# Target sequence (P19174 whole entry, looked up): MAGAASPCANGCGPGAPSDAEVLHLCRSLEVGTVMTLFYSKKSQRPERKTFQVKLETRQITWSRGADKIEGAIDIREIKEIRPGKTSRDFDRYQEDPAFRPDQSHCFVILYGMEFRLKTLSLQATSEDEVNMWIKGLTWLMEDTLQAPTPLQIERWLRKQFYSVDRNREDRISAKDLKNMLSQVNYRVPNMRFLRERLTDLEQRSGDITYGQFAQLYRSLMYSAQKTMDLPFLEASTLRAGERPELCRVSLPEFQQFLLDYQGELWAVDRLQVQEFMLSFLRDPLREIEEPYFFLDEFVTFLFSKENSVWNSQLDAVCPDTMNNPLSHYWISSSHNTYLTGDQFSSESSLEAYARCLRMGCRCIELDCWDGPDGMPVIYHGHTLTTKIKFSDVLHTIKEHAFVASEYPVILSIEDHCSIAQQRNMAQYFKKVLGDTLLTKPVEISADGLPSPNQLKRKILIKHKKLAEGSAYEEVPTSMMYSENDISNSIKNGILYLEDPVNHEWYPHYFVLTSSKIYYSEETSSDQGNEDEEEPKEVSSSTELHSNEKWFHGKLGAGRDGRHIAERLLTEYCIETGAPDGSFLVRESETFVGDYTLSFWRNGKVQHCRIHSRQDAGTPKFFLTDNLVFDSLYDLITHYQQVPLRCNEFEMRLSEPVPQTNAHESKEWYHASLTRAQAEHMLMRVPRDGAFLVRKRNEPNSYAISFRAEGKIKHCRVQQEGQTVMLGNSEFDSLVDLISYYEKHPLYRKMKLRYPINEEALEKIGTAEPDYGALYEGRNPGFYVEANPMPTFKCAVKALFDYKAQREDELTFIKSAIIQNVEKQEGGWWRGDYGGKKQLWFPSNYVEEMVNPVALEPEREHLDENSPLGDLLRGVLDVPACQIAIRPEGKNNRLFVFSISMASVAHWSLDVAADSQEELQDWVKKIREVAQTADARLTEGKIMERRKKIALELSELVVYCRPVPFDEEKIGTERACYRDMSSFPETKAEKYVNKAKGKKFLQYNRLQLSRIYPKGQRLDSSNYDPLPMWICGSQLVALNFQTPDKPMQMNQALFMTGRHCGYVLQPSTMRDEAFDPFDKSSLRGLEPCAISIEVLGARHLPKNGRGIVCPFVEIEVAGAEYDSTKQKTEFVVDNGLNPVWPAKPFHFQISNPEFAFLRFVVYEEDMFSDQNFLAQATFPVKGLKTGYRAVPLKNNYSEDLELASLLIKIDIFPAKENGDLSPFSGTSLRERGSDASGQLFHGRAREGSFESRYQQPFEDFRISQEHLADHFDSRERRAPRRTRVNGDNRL
# HGIII-sPLA2 inh: Inhibits HGIII-sPLA2 liposome hydrolysis, primary screen. AID 743126. Q9NZ20. inhibition, % at 12.2 µM. QFRET BODIPY PC-A2 liposome hydrolysis, fluorescence. 370,000 compounds, 0.56% hits;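 active = inhibition above mean plus 3 SD of compounds lying within the high and low control bounds, cut at about 19% in these data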;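 note: 0% = median of test compound wells and 100% = no enzyme DMSO wells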
# hcDAF-12 act: H. contortus DAF-12 activation, primary screen. AID 652067. 370,000 compounds, 1.4% hits. activation, % at 6.8 µM. HEK293 hcDAF-12 lit1-tk-luc reporter, luminescence; 0% DMSO, 100% Δ7-dafachronic acid;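 active = activation above the mean of all tested compounds plus 3 SD, cut at about 5.5% in these data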;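 note: 100% = response to 3 µM Δ7-dafachronic acid high control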
# hgDAF12 agonist: hgDAF-12 agonism, primary luciferase screen; HEK293 GAL4-hgDAF12 UAS-luciferase reporter, agonist luminescence; normalized to butyrate control; 370,000 compounds, 1.8% hits; activation, % at 6.8 µM;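 active = activation above a cutoff set at the mean of all screened compounds plus 3 SD, cut at about 10% in these data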;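 note: 0% = DMSO wells and 100% = sodium butyrate wells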
# PLCb3 inh: PLC-beta3 (human) inhibition, primary screen | Q01970 | Purified PLC-beta3, fluorogenic substrate, fluorescence | inhibition, % at 12.2 µM | 370,000 compounds, 0.18% hits | AID 720704; in the data active = inhibition above about 11%;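 note: 0% = median of compound wells on plate and 100% = full blocker control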
# ADAM17 inh: inhibits human ADAM17. recombinant ADAM17, EDANS/DABCYL FRET peptide cleavage. 370,000 compounds, 0.83% hits. P78536. inhibition, % at 6.95 µM;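 active = inhibition above the mean of compounds lying between control limits plus 3 SD, set per campaign, cut at about 8.5% in these data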;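 note: 0% = DMSO-only wells as the low control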
# Active calls of the source: *; i = inactive; x = no result given. Not a hit list. Share with any hit: about 6.9%.
nr	Structure	ssDAF12 agonist	GAA850 FXN act	DAX1 inh-1	ADAM10 inh	DAX1 inh-2	PLCg1 inh	HGIII-sPLA2 inh	hcDAF-12 act	hgDAF12 agonist	PLCb3 inh	ADAM17 inh
1	O=C(CCN1C(=O)c2ccccc2S1(=O)=O)NCc1ccco1	-1.2	1.6	0.1	-4	0.3	2	0	-2.0	1.4	-4	-4
2	O=C(COc1ccc(=O)n(-c2ccccc2)n1)Nc1ccccc1	-0.2	-0.7	0.5	-6	0.3	-2	-1	0.9	3.6	1	-6
3	O=C(CNC(=O)c1ccc(Cl)cc1)OCCN1C(=O)c2ccccc2C1=O	-1.0	2.9	0.2	-5	-1.3	3	4	-0.5	3.1	-6	-2
4	CCC(C)[C@H](NC(=O)Nc1ccc(S(N)(=O)=O)cc1)C(=O)O (some centres not stated)	-1.1	1.5	-0.4	-7	-0.4	-5	-4	-0.7	-1.4	3	-4
5	COC(=O)C1=C(C(=O)OC)[C@@H]2N(Cc3ccccc3)c3ccccc3[C@@]23C[C@@H](C(=O)OC)N(C(=O)CC(C)C)C3=N1	-1.7	-2.4	-0.2	6	0.2	2	-3	-2.0	-2.2	4	4
6	COc1cc(NC(=O)NCC2CCN(Cc3ccccc3C)CC2)cc(OC)c1OC	-0.6	-1.0	-0.4	-5	0.0	3	-3	-2.3	2.6	-8	-1
7	COc1ccccc1C(=O)NCC(=O)NC(C)CCc1ccccc1 (configuration not stated)	-1.6	-0.5	1.9	-7	0.0	0	3	-1.7	-3.2	-5	9.2*
8	CCCc1nc2ccc(C(=O)OC)cn2c1Cc1ccccc1OC	0.0	x	x	-14	4.2*	-24	2	-0.2	1.2	-36	-5
9	Cc1ccc(N(C(=O)CNC(=O)c2ccco2)C(C(=O)NCC2CCCO2)c2ccccc2)cc1 (configuration not stated)	-1.1	-1.2	1.2	1	-0.8	1	0	-1.2	-3.4	2	-2
10	Cc1ccccc1CC(=O)Nc1ccc(S(=O)(=O)N2CCN(C)CC2)cc1	-0.4	1.7	1.5	-14	-0.3	1	3	-0.6	-0.7	-7	0
11	CCCn1c(=O)c(C(=O)Nc2ccccc2N)c(O)c2ccccc21	-0.2	1.1	0.8	-124	1.5	-25	3	2.7	3.2	-33	-25
12	CC(=O)c1ccc(OCC(=O)OCC(=O)c2ccc(S(=O)(=O)N3CCCCC3)cc2)cc1	-0.9	0.0	3.6	-1	1.1	6	-5	0.6	4.7	2	8
13	Cc1cccc(C)c1N=C1NN=C(c2ccccc2F)CS1	-0.3	1.7	2.9	-6	0.1	1	17	1.4	8.6	-9	-1
14	CC(C)NC(=O)C1Cc2c(-c3ccc(Cl)cc3)ccnc2O1 (configuration not stated)	-1.8	3.0	x	3	-0.5	2	-6	-1.1	0.5	-1	-1
15	Cc1cc2ccccc2c(=O)n1CC(=O)N(C)c1ccc(F)cc1	-0.7	0.3	0.4	-21	-0.5	0	2	-1.6	-0.6	-1	-6
16	CCOCCn1c(=NC(=O)CSCC(=O)Nc2cc(C)on2)sc2cc(OC)ccc21	-1.6	-2.6	0.1	-55	-2.4	-10	2	-1.8	-0.5	-22	-17
17	Cc1nnc(NN2CCOCC2)[nH]c1=O	-1.2	-0.6	x	3	0.3	3	1	-0.8	-0.2	7	3
18	COc1cc2ncnc(NCCc3ccccc3)c2cc1OC	-2.2	2.8	-2.5	-12	-2.2	-13	-1	-3.8	-4.5	-13	-5
19	O=C(CSc1nnc(-c2ccccc2)c(-c2ccccc2)n1)NC1CCS(=O)(=O)C1 (configuration not stated)	-2.3	0.5	-0.1	5	-0.8	-1	2	0.3	-2.7	-1	-4
20	COc1ccc(-n2nc3c(N4CCC(C(=O)NCc5ccccc5)CC4)nnc(C)c3c2C)cc1	-1.7	-0.4	-0.5	-367	-0.1	-66	-5	-2.6	-0.7	-100	-101
21	CC(C)C[C@H]1CNC(=S)N1C[C@H]1CCCN1C[C@H](Cc1ccccc1)N1C[C@H](Cc2ccc(O)cc2)N(CCc2ccccc2)C1=S	-0.8	x	x	7	-0.1	2	-9	0.7	2.7	4	9.5*
22	Cc1cccc(Cn2cnc3c(NS(C)(=O)=O)c(C)c(C)cc32)c1	-1.3	0.1	-2.0	6	-1.8	-1	-6	-2.8	-4.6	1	-2
23	O=C(CN1C(=O)c2ccccc2S1(=O)=O)c1ccc(F)c(F)c1	-1.4	-6.2	-2.4	-15	1.2	2	-3	-1.8	-3.4	-7	-1
24	CCCCCSc1nc(O)cc(=O)[nH]1	-1.4	0.5	-0.4	9	-0.3	1	4	0.8	3.3	5	-1
25	Cc1ccc(C)c(NC(=O)COC(=O)c2ccc[n+]([O-])c2)c1	-1.2	0.4	0.1	-8	-0.1	-5	-2	-1.6	-0.2	-2	-3
26	COc1ccc(C(O)Cn2ccsc2=NC(C)=O)cc1 (configuration not stated)	-0.9	-1.4	2.0	6	-0.4	0	9	-0.6	-1.1	-8	-5
27	Cc1ccc(NC(=O)CN2CCCC2)cc1Br	-0.6	1.0	0.1	-4	-0.2	-3	-14	-1.7	3.4	-4	1
28	N#Cc1nc(-c2cccs2)oc1NCc1ccccc1Cl	-1.6	2.7	-0.8	i	-0.9	i	-23	-2.0	-2.0	i	i
29	CC(C)(C)OC(=O)N1CCC(C(=O)Nc2cccc(C(=O)N3CCOCC3)c2)CC1	-1.0	-1.1	0.9	-3	0.3	1	-6	0.4	1.4	4	0
30	Nc1c(C(=O)Nc2ccc(Cl)c(Cl)c2)sc2nc(-c3cccnc3)ccc12	-1.6	x	x	-19	-0.3	-31	9	-0.7	1.7	-43	-11
31	Cc1ccccc1NC(=O)c1cc(S(=O)(=O)N2CCOCC2)cn1C	-0.1	-0.7	0.1	-1	-0.6	3	-5	-0.8	-1.6	3	3
32	O=C(CCS(=O)(=O)c1cccc2nsnc12)NCc1ccccc1Cl	-1.1	-0.8	-1.2	-8	0.7	-12	3	-0.8	-1.7	2	-1
33	CC(C)(O)C1Cc2cc(/C=C/C(=O)O)c(O)cc2O1 (configuration not stated)	-1.1	2.2	x	-139	-0.4	-38	4	0.0	2.1	-45	-46
34	O=C(Nc1ccc2c(c1)OCCO2)C1CCCN1C(=O)Nc1ccc(F)cc1 (configuration not stated)	-1.2	-5.2	-1.3	8	-0.9	8	8	-4.7	-6.4	1	4
35	OC12CC3C[C@H](C1)C(N1CCOCC1)[C@@H](C3)C2 (some centres not stated)	-1.2	-0.1	1.8	-8	0.2	0	0	1.5	0.1	-2	-4
36	CC(=O)Nc1cccc(Oc2nc(NCC3CC3)nc3ccsc23)c1	-0.8	-3.5	x	-88	-2.7	-3	-7	-2.1	-1.2	-5	-22
37	CCN(Cc1cnn(C)c1)Cc1nc(C2(c3ccc(C)cc3)CCCC2)no1	-2.1	1.4	-0.6	1	0.0	0	-5	-1.2	1.2	-5	-3
38	CC(C)(C)c1cc(NC(=O)COc2ccc(Br)cc2)n(-c2ccccc2)n1	-0.5	-2.7	-1.4	9	-0.7	9	2	-1.7	1.8	4	6
39	COc1ccc(-c2cc3nc(-c4ccccc4)cc(N4CCN(C(C)=O)CC4)n3n2)cc1	-1.3	-1.7	0.1	i	-4.1	i	-11	-1.2	-2.3	i	-306
40	Cc1cc(C(=O)NNC(=O)C2CCCC2)c(C)o1	-0.6	0.4	-0.3	3	0.6	4	1	0.7	-2.5	1	-1

# Record cards, from the list above.
# Results for CC(C)(O)C1Cc2cc(/C=C/C(=O)O)c(O)cc2O1 (configuration not stated) → ssDAF12 agonist = -1.1; GAA850 FXN act = 2.2; DAX1 inh-1 = x; ADAM10 inh = -139; DAX1 inh-2 = -0.4; PLCg1 inh = -38; HGIII-sPLA2 inh = 4; hcDAF-12 act = 0.0; hgDAF12 agonist = 2.1; PLCb3 inh = -45; ADAM17 inh = -46
# Results for Cc1ccccc1NC(=O)c1cc(S(=O)(=O)N2CCOCC2)cn1C → ssDAF12 agonist = -0.1; GAA850 FXN act = -0.7; DAX1 inh-1 = 0.1; ADAM10 inh = -1; DAX1 inh-2 = -0.6; PLCg1 inh = 3; HGIII-sPLA2 inh = -5; hcDAF-12 act = -0.8; hgDAF12 agonist = -1.6; PLCb3 inh = 3; ADAM17 inh = 3
# Results for O=C(Nc1ccc2c(c1)OCCO2)C1CCCN1C(=O)Nc1ccc(F)cc1 (configuration not stated) → ssDAF12 agonist = -1.2; GAA850 FXN act = -5.2; DAX1 inh-1 = -1.3; ADAM10 inh = 8; DAX1 inh-2 = -0.9; PLCg1 inh = 8; HGIII-sPLA2 inh = 8; hcDAF-12 act = -4.7; hgDAF12 agonist = -6.4; PLCb3 inh = 1; ADAM17 inh = 4

# Exported with two lines to a compound: entries from further up.
# Order of results: ssDAF12 agonist, GAA850 FXN act, DAX1 inh-1, ADAM10 inh, DAX1 inh-2, PLCg1 inh, HGIII-sPLA2 inh, hcDAF-12 act, hgDAF12 agonist, PLCb3 inh, ADAM17 inh
[38] CC(C)(C)c1cc(NC(=O)COc2ccc(Br)cc2)n(-c2ccccc2)n1
  -0.5, -2.7, -1.4, 9, -0.7, 9, 2, -1.7, 1.8, 4, 6
[39] COc1ccc(-c2cc3nc(-c4ccccc4)cc(N4CCN(C(C)=O)CC4)n3n2)cc1
  -1.3, -1.7, 0.1, i, -4.1, i, -11, -1.2, -2.3, i, -306
